PAFAH2 inh = inhibitors of human PAFAH2 | Q99487 | recombinant PAFAH2, FP-rhodamine activity probe, fluorescence polarization | inhibition, % at 3.39 µM | actives 0.99% (n = 340,000) | AID 492956;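 active = inhibition above the mean over all tested compounds plus 3 SD, cut at about 30% in these data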;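 note: inhibitors block probe labeling of enzyme so polarization drops; 0% = enzyme with DMSO and 100% = wells lacking PAFAH2 protein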
PREPL inh = human PREPL enzyme inhibition; Q4J6C6; recombinant PREPL, fluorescence polarization activity-based probe; inhibition, % at 5.96 µM; actives 0.68% (n = 320,000); AID 2751; in the data active = inhibition above about 43%;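 note: 0% = enzyme with DMSO and 100% = wells lacking enzyme; many of its hits are not listed in these tables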
LYPLA1 counter = LYPLA1 (human) inhibition in PME1 counter-screen; inhibition, % at 5.9 µM; O75608; recombinant LYPLA1, FP-Rh probe fluorescence polarization; actives 0.16% (n = 320,000);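 active = inhibition above the mean of all tested compounds plus 3 SD, set per campaign, cut at about 14% in these data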;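 note: inhibitors block serine hydrolase probe labeling of LYPLA1 so polarization falls; 0% = enzyme with DMSO and 100% = wells lacking LYPLA1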
PAFAH1B2 FP inh = PAFAH1B2 (human) inhibition. P68402. recombinant PAFAH1B2, FP-rhodamine activity probe, fluorescence polarization. inhibition, % at 3.39 µM. actives 1.2% (n = 340,000);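 active = inhibition above the mean of all tested compounds plus 3 SD, cut at about 24% in these data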;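 note: 0% = enzyme with DMSO and 100% = wells lacking PAFAH1B2; many of its hits are not listed in these tables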
LYPLA2 inh = blocks human lysophospholipase 2, a PME1 counter-screen; O95372; recombinant LYPLA2, FP-Rh probe fluorescence polarization; inhibition, % at 5.9 µM; actives 0.38% (n = 320,000);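 active = inhibition above the screen-wide mean plus 3 SD, limit set per campaign, cut at about 26% in these data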;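 note: 0% = LYPLA2 with DMSO and 100% = wells lacking LYPLA2 enzyme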
Target sequence (O95372 whole entry, looked up): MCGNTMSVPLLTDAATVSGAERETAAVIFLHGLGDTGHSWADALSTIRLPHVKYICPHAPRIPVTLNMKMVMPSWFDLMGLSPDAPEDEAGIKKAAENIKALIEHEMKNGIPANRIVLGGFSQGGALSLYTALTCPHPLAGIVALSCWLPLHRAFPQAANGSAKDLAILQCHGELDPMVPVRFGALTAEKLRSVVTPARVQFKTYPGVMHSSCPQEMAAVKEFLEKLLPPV
PAD4 inh = blocks human protein arginine deiminase 4 | recombinant PAD4, RCA probe fluorescence polarization | inhibition, % at 6.36 µM | actives 0.41% (n = 330,000);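 active = percent inhibition above a cutoff equal to the mean of all tested compounds plus 3 SD, cut at about 15% in these data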;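 note: 0% = PAD4 with RCA probe and DMSO and 100% = probe without PAD4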
PAFAH1B3 inh = inhibitors of human PAFAH1B3. actives 0.28% (n = 340,000). AID 492972. inhibition, % at 3.39 µM. Q15102. recombinant PAFAH1B3, FP-rhodamine probe, fluorescence polarization;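 active = inhibition above the screen-wide average of all tested compounds plus 3 SD, cut at about 25% in these data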;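 note: 0% = enzyme with DMSO only and 100% = wells lacking PAFAH1B3 protein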
Target sequence (Q15102 whole entry, looked up): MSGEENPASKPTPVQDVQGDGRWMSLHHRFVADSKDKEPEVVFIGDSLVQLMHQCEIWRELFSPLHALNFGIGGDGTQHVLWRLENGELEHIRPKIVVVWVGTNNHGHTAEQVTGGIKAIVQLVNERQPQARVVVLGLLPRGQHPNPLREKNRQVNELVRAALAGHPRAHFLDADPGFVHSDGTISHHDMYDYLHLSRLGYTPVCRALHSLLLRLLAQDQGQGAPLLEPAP
GSTO1 counter = GSTO1 inhibition, counter-screen for RBBP9 inhibitors | P78417 | recombinant GSTO1, activity-based probe fluorescence polarization | inhibition, % at 5.96 µM | actives 1.1% (n = 300,000);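 active = inhibition above the campaign mean inhibition plus 3 SD, cut at about 35% in these data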;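 note: 0% = GSTO1-1 with DMSO and 100% = wells lacking GSTO1-1 enzyme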
pPAFAH inh = inhibitors of human plasma PAF acetylhydrolase (pPAFAH). Q13093. inhibition, % at 3.39 µM. recombinant pPAFAH, FP-rhodamine probe fluorescence polarization. actives 1.5% (n = 330,000);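 active = inhibition above the mean inhibition across the screen plus 3 SD, cut at about 25% in these data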;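 note: inhibitors block binding of the rhodamine activity-based probe so polarization drops; 0% = enzyme with DMSO and 100% = wells lacking pPAFAH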
Target sequence (Q13093 whole entry, looked up): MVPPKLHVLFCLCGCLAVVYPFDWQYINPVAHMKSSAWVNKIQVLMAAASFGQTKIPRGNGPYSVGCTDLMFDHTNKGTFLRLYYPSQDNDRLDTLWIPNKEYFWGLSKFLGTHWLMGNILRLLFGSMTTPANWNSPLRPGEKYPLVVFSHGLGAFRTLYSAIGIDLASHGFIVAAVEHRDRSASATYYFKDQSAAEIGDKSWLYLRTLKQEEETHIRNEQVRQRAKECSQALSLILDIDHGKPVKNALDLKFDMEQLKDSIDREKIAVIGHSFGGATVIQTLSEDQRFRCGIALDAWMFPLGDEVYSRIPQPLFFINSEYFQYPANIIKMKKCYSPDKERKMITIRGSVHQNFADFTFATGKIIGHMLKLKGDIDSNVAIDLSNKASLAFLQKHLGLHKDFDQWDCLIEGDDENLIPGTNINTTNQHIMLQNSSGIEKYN
Numbers without * were called inactive; x = no result given.

SMILES,PAFAH2 inh,PREPL inh,LYPLA1 counter,PAFAH1B2 FP inh,LYPLA2 inh,PAD4 inh,PAFAH1B3 inh,GSTO1 counter,pPAFAH inh
O=C(CSc1nnnn1-c1ccccc1)NCc1cccs1,-7,-2,-2,-4,4,-5,9,-3,5
C=CCN(c1ccc(C(=O)Nc2cccc([N+](=O)[O-])c2)cc1)S(C)(=O)=O,-3,4,-6,4,-8,3,4,5,2
O=C(O)c1ccc(Cl)c(S(=O)(=O)NC(Cc2c[nH]c3ccccc23)C(=O)O)c1 (centres undefined),2,3,0,7,6,-6,1,0,8
Cc1nn(-c2nc(-c3ccco3)cc(C(F)(F)F)n2)c(C)c1Cl,1,6,-1,-3,0,-5,5,2,1
CCOc1ccc(N(C(=O)c2cnsn2)C(C(=O)NC2CCCCC2)c2ccncc2)cc1 (centres undefined),-1,9,-5,5,-6,11,7,5,-6
Cn1nnnc1Sc1ncnc2scc(-c3cccc4ccccc34)c12,6,16,x,6,x,4,4,x,10
CC(=O)c1cccc(N2C(=O)C3C(C(=O)Nc4cc(C)on4)C4(C)C=CC3(O4)C2C(=O)NC(C)(C)C)c1 (centres undefined),-9,-7,-1,1,5,-2,4,2,6
CCOC(=O)CC(=O)CSc1[nH]c(=O)cc(C)c1C#N,4,8,-3,3,3,1,9,7,4
Cc1ccc(NC(=O)CSc2nc(=O)cc(N)n2CCc2ccccc2)cc1,-8,-103,3,-3,6,-1,-1,0,9
Cc1ccc(OCC(=O)OCc2nc3scc(-c4ccccc4)c3c(=O)[nH]2)cc1C,1,-5,-1,0,-5,-2,1,6,6
COc1ccc(S(=O)(=O)N2CCN(C(=O)c3ccc4ccccc4n3)CC2)cc1,-1,-3,0,2,-5,3,5,x,-2
Cc1ccc2[nH]c(=O)c(CN(CCCO)S(=O)(=O)c3cccc4nsnc34)cc2c1,0,9,2,-6,0,-1,2,6,2
CCOC(=O)c1ccccc1NC(=O)c1ccccc1SC,7,4,-4,6,-5,-7,7,7,1
COc1cccc(CN(C)C(=O)COc2ccc(C(=O)c3ccc(Cl)cc3)cc2)c1OC,5,-7,0,2,17,0,-2,3,28*
COc1ccc(CC(=O)Nc2cccc(-c3ccc4nnc(C)n4n3)c2)cc1,7,-17,-3,2,4,0,9,6,1
CCCCC1CCC(C(=O)Nc2ccccc2)CC1 (centres undefined),1,6,-4,1,0,-1,-4,6,3
CCN(CC)CC(=O)NCC1(c2ccccc2)CCCC1,1,1,-3,26*,-7,3,1,-5,2
O=C(O)C1CC(c2ccccc2F)=NO1 (centres undefined),-5,3,2,-7,11,3,3,3,1
COc1cc(NC(=O)CCCC(=O)OCC(F)(F)C(F)F)nc(OC)n1,11,-1,2,9,4,-1,8,4,10
CC(C)c1ccc(N(C(=O)c2csnn2)C(C(=O)NC2CCCC2)c2cccnc2)cc1 (centres undefined),-1,4,1,-2,3,0,3,5,5

Going on with the list:
SMILES,PAFAH2 inh,PREPL inh,LYPLA1 counter,PAFAH1B2 FP inh,LYPLA2 inh,PAD4 inh,PAFAH1B3 inh,GSTO1 counter,pPAFAH inh
COC(=O)C1C(O)=C(C=NC2CCCCC2)C(=O)CC1(C)C (centres undefined),-9,-7,2,4,7,2,-6,6,3
CCn1c(NC(=O)c2cccc(Cn3cc(Cl)cn3)c2)nc2ccccc21,0,1,-4,3,1,2,4,13,65*
Cc1n[nH]c(C)c1NC(=O)CSc1nnnn1-c1cccc(F)c1,-2,6,x,-2,x,1,5,x,3
CSc1nnc(C(C)(C)C)c(=O)n1/N=C/c1ccc(C(C)C)cc1,3,0,5,2,6,1,0,-16,-2
CCOC(=O)c1c(NC(=O)CSc2nnnn2-c2ccc(OC)cc2)sc(C)c1C,-6,1,-1,2,4,-1,-1,8,-5
COc1ccc(Cc2nnc(SCC(=O)c3ccccc3)o2)cc1,-2,-4,-4,5,8,3,13,19,1
CCCCCOc1ccc(CSc2n[nH]c(C)n2)cc1,5,-1,1,1,1,-7,2,-4,2
Cc1cc(C)c2nc(-c3ccccn3)cc(C(=O)NCc3ccco3)c2c1,8,2,-5,2,-8,-10,-5,-6,10
C#CC[N+](C)(C)CCCCCCCCC,0,5,-3,0,3,0,12,4,4
CC1=C(C(=O)Nc2ccccc2)C(c2ccncc2)C(C#N)=C(SCC(=O)Nc2ccccc2)N1 (centres undefined),-5,-1,0,-2,5,3,8,0,3
c1ccc2c(c1)[nH]c1c3ccccc3sc21,6,1,2,1,-6,4,14,3,7
Cc1oc(-c2ccccc2F)nc1CS(=O)(=O)CC(=O)NCCN1CCCC1,2,17,3,5,2,0,1,1,-2
COc1ccc(S(=O)(=O)N2CCCCCC2)cc1NC(=O)Cc1cc(OC)c(OC)c(OC)c1,3,0,-4,6,-2,2,9,-2,4
COC(=O)C1CCN(C(=O)COC(=O)c2ccc(N3CCCC3=O)cc2)CC1,8,12,x,4,x,-3,6,x,3
CC1(CCc2ccccc2)NC(=O)N(Cc2cc([N+](=O)[O-])cc3c2OCOC3)C1=O (centres undefined),1,14,0,5,1,-3,5,8,2
O=C(CNC(=O)c1ccc(Br)o1)NCc1ccc(F)cc1,6,-6,1,0,-6,0,6,0,0
O=C(NCC1CCCO1)c1cccs1 (centres undefined),2,17,0,6,5,0,2,2,-5
C=CCN1N=C(c2ccc(Cl)s2)CSC1=O,8,-13,-1,-3,5,-2,-13,-4,6
Cc1cc(C)n(CC(=O)N/N=C/c2ccc([N+](=O)[O-])s2)n1,x,1,-6,x,-2,3,x,29,5
O=C1OC(N2C(=O)CC[C@H]2C(=O)Nc2ccc(F)c(F)c2)c2ccccc21 (some centres undefined),1,0,-2,9,6,3,8,2,1

11 structures from above, ordered by molar mass, lowest first:
SMILES,PAFAH2 inh,PREPL inh,LYPLA1 counter,PAFAH1B2 FP inh,LYPLA2 inh,PAD4 inh,PAFAH1B3 inh,GSTO1 counter,pPAFAH inh
c1ccc2c(c1)[nH]c1c3ccccc3sc21,6,1,2,1,-6,4,14,3,7
Cc1cc(C)n(CC(=O)N/N=C/c2ccc([N+](=O)[O-])s2)n1,x,1,-6,x,-2,3,x,29,5
Cc1nn(-c2nc(-c3ccco3)cc(C(F)(F)F)n2)c(C)c1Cl,1,6,-1,-3,0,-5,5,2,1
Cc1n[nH]c(C)c1NC(=O)CSc1nnnn1-c1cccc(F)c1,-2,6,x,-2,x,1,5,x,3
O=C1OC(N2C(=O)CC[C@H]2C(=O)Nc2ccc(F)c(F)c2)c2ccccc21 (some centres undefined),1,0,-2,9,6,3,8,2,1
COc1ccc(CC(=O)Nc2cccc(-c3ccc4nnc(C)n4n3)c2)cc1,7,-17,-3,2,4,0,9,6,1
C=CCN(c1ccc(C(=O)Nc2cccc([N+](=O)[O-])c2)cc1)S(C)(=O)=O,-3,4,-6,4,-8,3,4,5,2
CCn1c(NC(=O)c2cccc(Cn3cc(Cl)cn3)c2)nc2ccccc21,0,1,-4,3,1,2,4,13,65*
CCOC(=O)c1c(NC(=O)CSc2nnnn2-c2ccc(OC)cc2)sc(C)c1C,-6,1,-1,2,4,-1,-1,8,-5
CCOc1ccc(N(C(=O)c2cnsn2)C(C(=O)NC2CCCCC2)c2ccncc2)cc1 (centres undefined),-1,9,-5,5,-6,11,7,5,-6
CC1=C(C(=O)Nc2ccccc2)C(c2ccncc2)C(C#N)=C(SCC(=O)Nc2ccccc2)N1 (centres undefined),-5,-1,0,-2,5,3,8,0,3

More records:
SMILES,PAFAH2 inh,PREPL inh,LYPLA1 counter,PAFAH1B2 FP inh,LYPLA2 inh,PAD4 inh,PAFAH1B3 inh,GSTO1 counter,pPAFAH inh
CC(C)CN(C(=O)CN1CCCCCC1)c1c(N)n(CC(C)C)c(=O)[nH]c1=O,-1,2,-2,3,4,3,10,3,-1
COc1cccc(OC)c1C(=O)NC(=O)Oc1c(F)cccc1F,0,8,-4,-3,5,0,10,-3,3
CCN(CC)C(=S)SCC(=O)Nc1cccc(C(F)(F)F)c1,3,2,0,2,-6,-4,1,-6,3
O=C(NC1CCN(C(=O)Nc2ccc(F)cc2)CC1)c1cccc(F)c1,1,4,1,1,-3,2,-4,-7,3
O=C(O)c1ccccc1-c1ccccc1C(=O)NCc1cccnc1,3,-6,-2,0,-1,2,-7,2,5
CC(C)(C)c1cc(C(=O)N/N=C/c2cc3c(cc2Br)OCO3)n[nH]1,-5,10,-1,5,3,1,7,2,1
CCCC1=C(C(=O)OCC)C(c2ccc(OC)c(CSc3ccccn3)c2)C(C#N)=C(N)O1 (centres undefined),8,-4,-1,-5,5,1,11,4,5
CCn1c2ccccc2c2cc(NC(=O)C(C)Oc3ccc(OC)cc3)ccc21 (centres undefined),-3,13,-5,-1,-2,6,0,-1,8
CCOc1ccccc1NC(=O)COC(=O)c1cccc(-c2ccc(OC(C)=O)cc2)c1,5,13,-2,3,5,-1,2,0,-4
O=C(COC(=O)COc1ccccc1[N+](=O)[O-])Nc1cccc(Br)c1,-1,-12,-3,7,-6,2,3,0,3
C=CCn1c(C)cc(C(=O)COc2ccc(C)nc2[N+](=O)[O-])c1C,0,12,4,3,22,4,4,9,5
COc1ccc2c(c1)SCC/C2=C\CN1C(=O)CCC1=O,-3,-3,0,4,7,-1,-3,13,3
Cc1cc(Cl)ccc1Oc1ccc(C(N)=O)cc1[N+](=O)[O-],7,3,-3,8,1,-5,1,-4,19
Cc1ccc(S(=O)(=O)Nc2cccc(-c3ccc(N4CCCCCC4)nn3)c2)cc1,-11,-14,-24,18,-41,-4,-4,-7,1
CCOC(=O)c1cc2sccc2n1CC(=O)O,10,-9,0,1,0,10,-3,0,4
O=C(CNc1cccc2ccccc12)c1ccc([N+](=O)[O-])cc1,-17,14,-5,7,6,-11,14,4,6
NC(=O)c1ccc(NC(=O)C2CC(=O)N(c3ccc4c(c3)OCCO4)C2)cc1 (centres undefined),3,13,1,-5,7,-2,-2,x,-1
Cc1cc2cc(CNC(=O)Nc3cccc(Cl)c3)ccc2n1C,10,14,-7,2,-13,0,2,-4,14
CC(C)(C)NS(=O)(=O)c1cccc(S(=O)(=O)c2cccc(S(=O)(=O)NC(C)(C)C)c2)c1,x,2,-1,x,-2,1,x,0,12
CCC(C)NC(=O)c1ccc(CSc2nc3ccncc3n2Cc2ccc(F)cc2)cc1 (centres undefined),-2,-12,-1,2,-1,-5,3,-3,2
CN1CCCC(OC(=O)c2ccccc2Br)C1 (centres undefined),4,11,5,10,5,-1,9,-2,4
CN(CC1CCOCC1)C(=O)c1ccc2nc(Cc3cccc(Cl)c3)oc2c1,5,40,-1,-3,-1,-1,2,-1,4
COCCN=C1N[C@@H](c2ccccc2)C(C(=O)OC)=C(C)N1Cc1ccccc1,-1,16,-2,2,0,-3,2,-2,3

High-throughput results deposited in PubChem BioAssay by The Scripps Research Institute Molecular Screening Center.

Only part of the results is shown; the hit share may differ from the screen's.
